tuberculosis growth: growth inhibition of non-replicating M. tuberculosis (AID 488890); Mycobacterium tuberculosis non-replicating, growth inhibition; higher % means a stronger effect; 320,000 tested, 0.39% active; inhibition, % at 25 µM; hits with a dose series show IC50 in µM; in the data active = a potency from the dose series; inconclusive = inhibition mostly from about 82% at the one dose, without a potency; inactive = the rest, 99 in 100 with inhibition below about 76%;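 note: plate controls were DMSO cells for no effect and high antibiotic wells for full effect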
inhibitors of VEEV: inhibitors of VEEV TC-83 cytopathic effect, confirmation, Vero cells (AID 588727); inhibition, % at 20 µM, or IC50 in µM where a hit was titrated; 350,000 tested, 0.13% active; Vero cells, VEEV TC-83 cytopathic effect inhibition; higher % means a stronger effect; in the data active = a potency from the dose series; inconclusive = inhibition mostly from about 14% at the one dose, without a potency; inactive = the rest, 99 in 100 with inhibition below about 12%; note: strong numbers were not always called active
H37Rv inhibition: M. tuberculosis growth inhibition, HTS (AID 449762); M. tuberculosis H37Rv growth inhibition, 7H9 media; higher % means a stronger effect; inhibition, % at 25 µM, or IC50 in µM where a hit was titrated; 330,000 tested, 0.59% active; in the data active = a potency from the dose series; inconclusive = inhibition above about 70% without an active follow-up result;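 note: bacterial growth assessed after seven days of incubation; strong numbers were not always called active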
H1N1 NS1A inhibition: H1N1 influenza NS1A inhibitors, functional cell based assay (AID 504329); 340,000 tested, 0.3% active; inhibition, % at 12.5 µM, or IC50 in µM where a hit was titrated; NS1A functional cell-based assay, percent inhibition; higher % means a stronger effect; in the data active = a potency from the dose series; inconclusive = inhibition above about 27% without an active follow-up result; note: strong numbers were not always called active
PhoP GFP inhibition: Inhibition of PhoP regulon, Salmonella typhi GFP reporter cells, confirmation, 4 h (AID 1850). one-dose inhibition, % at 50 µM; IC50 in µM for titrated hits. Salmonella Typhi PhoP-promoter GFP reporter, fluorescence, 4 h; higher % means a stronger effect. 310,000 tested, 0.33% active; in the data active = a potency from the dose series; inconclusive = inhibition mostly from about 25% at the one dose, without a potency; inactive = the rest, 99 in 100 with inhibition below about 19%;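 note: 0% = induced wells with vehicle and 100% = uninduced wells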
inhibitors of VEEV 10K pilot screen: further read-out of inhibitors of VEEV, marked with its call; inhibition, %; measured here: 10K pilot screen inhibition
The depositor's hits bear a star; i = inactive; ? = inconclusive; · = not tested or not shown.

SMILES	tuberculosis growth	inhibitors of VEEV	H37Rv inhibition	H1N1 NS1A inhibition	PhoP GFP inhibition	others
CCOC(=O)C1/C(=N\O)CC(C)(O)C(C(=O)OCC)C1c1ccc(N(C)C)cc1 (stereo not given)	12%	8.9%	-4%	0%	1%
O=C(COC(=O)C1(c2ccccc2F)CCCC1)N1CCc2ccccc21	41%	0.2%	5%	7%	-1%
O=C(N/N=C/c1ccco1)c1ccc(NC(=O)C2CCCCC2)cc1	18%	1.5%	4%	-6%	-6%
CN1CCN(/N=C/c2ccc(-c3ccccc3)cc2)CC1	6%	11%	5%	11%	2%
COc1ccc(NC(=O)CN2C(=O)NC(C)(C3CCCCC3)C2=O)c(OC)c1 (stereo not given)	-2%	1.2%	0%	-1%	·
O=S(=O)(Nc1cccnc1)c1ccccc1	0%	1.0%	-6%	-8%	11%
CCOC(=O)c1ccc(CNC(=O)Cn2nnc(-c3ccccc3F)n2)o1	-7%	0.2%	-2%	7%	8%
CN1CCN(CC(=O)Nc2ccc(S(=O)(=O)N(C)C)cc2)CC1	0%	i	5%	-3%	-8%
CCn1c(SCC(=O)Nc2nc(C)cs2)nnc1C(NC(=O)c1ccccc1Cl)C(C)C (stereo not given)	3%	2.2%	-7%	7%	1%
CCCn1cc(SCC(=O)Nc2ccc3c(c2)OCO3)c2ccccc21	7%	8.1%	-9%	6%	-7%
O=C(NCCc1ccccc1O)c1cc2c(cc1[N+](=O)[O-])OCO2	·	i	·	0%	·
Cc1cccc(-n2nnnc2SCc2csc(-c3ccccc3)n2)c1	56%	i	-12%	-1%	-19%
CC1(C(=O)N2CC3(CC(c4cccc([N+](=O)[O-])c4)=NO3)C[C@H]2C(=O)NCC(N)=O)CC1 (stereo not given in full)	-7%	0.6%	2%	5%	-24%
O=C(CN1C(=O)NC2(CCc3ccccc32)C1=O)c1ccc(Br)cc1 (stereo not given)	11%	1.9%	6%	0%	7%
COc1ccc(CCNC(=O)CCCOc2cc(=O)n(C)c3ccccc23)cc1OC	14%	i	0%	-5%	-6%
COc1ccccc1-n1cc2ccc([N+](=O)[O-])cc2n1	-5%	0.4%	-3%	4%	8%
COc1ccc(CN(C)CC(=O)Nc2ccccc2C(F)(F)F)cc1	16%	i	1%	-9%	-14%
Cc1nc2nc(SCC(=O)NCc3ccco3)nn2c(C)c1Cc1ccccc1	35%	4.5%	2%	12%	-1%
CC(C)CN(C(=O)COC(=O)c1cccnc1Cl)c1c(N)n(Cc2ccccc2)c(=O)[nH]c1=O	9%	2.5%	-9%	-4%	2%
Cc1csc(=O)n1CCC(=O)OCc1nnc(-c2ccccc2)o1	-4%	1.6%	-2%	-15%	-3%
O=c1[nH]c(=O)n([C@H]2C[C@H](O)[C@@H](CO)O2)cc1I	-5%	0.1%	1%	-4%	-14%
CN(CCOCCOc1ccc2ccccc2c1)Cc1ccccc1	75%	i	0%	14%	0%
COc1cc(C)c(Cl)cc1S(=O)(=O)NCCN1CCOCC1	5%	0.3%	1%	1%	-17%
CCn1nc(C)c(/C=N/NC(=O)Cn2nccc2C)c1C	-12%	1.0%	-6%	-9%	-1%
COc1cc([C@@H]2CC=C(C(=O)O)[C@H](c3ccccc3)N2S(=O)(=O)c2ccc(C)cc2)cc(OC)c1OC	13%	2.1%	3%	-4%	2%
O=C1C=CC2(C=C1)O[C@H](Cc1ccccc1)[C@@H](Cc1ccccc1)O2	·	i	·	-5%	·
COc1ccc(Cc2nnc(SCC(=O)c3ccc4c(c3)OCO4)o2)cc1	?	2.1%	3%	-5%	-7%
C=CCn1c(=S)[nH]c2nc3c(cc2c1=O)COC(C)(C)C3	32%	i	4%	-9%	-7%
Cc1ccc(NC(=O)CN2C(=O)S/C(=C\c3cccn3-c3cccc(C(=O)O)c3)C2=O)c(C)c1	6%	1.1%	4%	-1%	-2%
CCOc1ccc(NC(=O)CN(C)C(=O)CC(NC(=O)c2ccccc2)c2ccccc2)cc1OCC (stereo not given)	24%	9.4%	-7%	-8%	17%
C/C(=N\NC(N)=O)c1ccc(-n2ccnc2)cc1	-2%	1.6%	5%	-3%	-7%
O=c1[nH]cnc2c1C(c1ccccc1[N+](=O)[O-])c1c(nc[nH]c1=O)O2	0%	1.1%	1%	7%	18%
CCOC(=O)CSc1nc(=O)n2ccccc2n1	-5%	i	-6%	-17%	11%
O=C(NC1CCCC1)c1cc2c(=O)n3ccccc3nc2s1	-10%	10%	-4%	-7%	·
COCCOC(=O)c1c(C)oc2ccc(OC(=O)N(C)C)cc12	-9%	0.5%	-6%	0%	-4%
CC1CC(NC(=O)c2c(O)nc3ccccn3c2=O)CC(C)(C)C1 (stereo not given)	·	4.0%	·	8%	·
Cc1[nH]c(C)c(S(=O)(=O)NCCc2ccccc2)c1C(=O)N1CCCCC1	2%	1.3%	5%	-1%	-4%
O=C1CC(c2ccncc2)c2cc3c(cc2N1)OCO3 (stereo not given)	1%	0.3%	-7%	-3%	10%
C[C@@H]1CC[C@@]2(O[C@H](CCO)C[C@@H](O)[C@@H]2O)O1	-19%	0.3%	4%	-9%	-3%	inhibitors of VEEV 10K pilot screen=0.0
CN(Cc1cccc(F)c1)C(=O)CN1CCN(S(=O)(=O)c2ccc3c(c2)OCCCO3)CC1	14%	0.9%	0%	-1%	·
COc1ccccc1NC(=O)c1cc(Cl)nc2ccccc12	14%	i	57%	-6%	-1%
Cn1nnnc1SCSc1nnnn1C	-9%	0.7%	-1%	7%	5%
CN1c2ccccc2-c2nc3ccccc3n2C1c1cccs1 (stereo not given)	21%	0.7%	2%	-17%	-6%
CN1CCN(C(=O)CCN2C(=O)/C(=C/c3ccc(F)cc3)SC2=S)CC1	51%	2.6%	4%	2%	-7%
COc1cccc(NC(=O)CN(C)C(=O)CN2C(=O)c3ccc([N+](=O)[O-])cc3C2=O)c1	-29%	2.0%	1%	-18%	-5%
CCc1cccc(CC)c1-n1c(SCC(=O)N2CCc3ccccc32)nc(O)cc1=O	28%	0.5%	1%	-3%	·
COc1cc(N/N=C/c2ccccc2O)ncn1	?	9.4%	?	5.7µM*	-6%	inhibitors of VEEV 10K pilot screen=9.6
CCCC(=O)Nc1ccc(C)c(O)c1	-14%	0.9%	-5%	7%	16%
CCN(CC)C(=O)CSCc1cnn(-c2ccccc2)c1-n1cccc1	5%	i	-9%	7%	-3%
Cc1ccc(C)c(Nc2nc3ccc(C)cc3n3cnnc23)c1	5%	i	3%	-33%	-10%

(continued)
SMILES	tuberculosis growth	inhibitors of VEEV	H37Rv inhibition	H1N1 NS1A inhibition	PhoP GFP inhibition	others
Cn1cccc1C(=O)OCC(=O)NC(=O)NC1CCCCC1	8%	i	5%	-3%	-11%
O=C(Nc1ccc(Cl)cc1)c1ccco1	72%	0.2%	7%	4%	-6%
O=c1cc(Cl)[nH]c(=O)n1CCNc1ncc(C(F)(F)F)cc1Cl	15%	1.2%	-2%	-2%	2%
O=C(c1cnn2c(C(F)(F)F)cc(-c3ccc(Br)cc3)nc12)N1CCOCC1	·	0.8%	·	1%	·
CC(C)c1ccc(NC(=O)CSc2n[nH]c(=O)n2C2CC2)cc1	10%	0.7%	0%	-2%	1%
O=C(CSc1nnnn1-c1ccc(Cl)c(C(=O)O)c1)NC(c1ccccc1)c1ccccc1	-5%	0.3%	3%	-10%	0%
CC1(C)CC(=O)C(C=Nc2ccccc2C(=O)O)=C(O)C1	5%	0.1%	2%	-2%	-9%
CC(=O)NO	-7%	·	11%	·	0%
O=C(CNC(=O)c1ccc(OC(F)F)cc1)NC1CCCc2ccccc21 (stereo not given)	6%	0.6%	10%	-2%	7%
CCc1ccc(-c2cc(C(F)(F)F)n3nc(C(=O)Nc4c(C)nn(Cc5ccccc5Cl)c4C)cc3n2)s1	10%	i	2%	-7%	5%
COc1ccc(C2C(C(=O)NCc3ccco3)c3ccccc3C(=O)N2C)cc1 (stereo not given)	4%	i	-7%	0%	-1%
CCCNC(=O)C(Cc1ccccc1)NC(=O)c1ccc(C(F)(F)F)cc1 (stereo not given)	-3%	0.2%	-7%	8%	·
C[C@@H](NC(=O)c1nc[nH]c1C(=O)N(C)Cc1ccccc1)c1ccccc1	-5%	1.0%	-12%	-12%	·	inhibitors of VEEV 10K pilot screen=2.2
O=C(C1CCN(S(=O)(=O)c2cccc3cccnc23)CC1)N1CCn2c1nc1ccccc12	·	5.2%	-5%	-4%	-6%
CC1CC(C)(C)CC2(C1)NC(=O)N(CC(=O)Nc1cc([N+](=O)[O-])ccc1F)C2=O (stereo not given)	20%	4.2%	-2%	-8%	·
CN(Cc1cccc(F)c1)C(=O)c1ccc(S(=O)(=O)N2CCOCC2)cc1	-2%	2.0%	5%	3%	·
Cc1cc(-c2ccc(Cl)s2)n[nH]1	-4%	1.4%	-3%	0%	3%
Nc1nonc1-n1nnc(C(=O)N/N=C\c2ccncc2)c1CN1CCCCC1	-1%	0.1%	-2%	-6%	2%
CCOc1cc(N2CCOCC2)c(OCC)cc1NC(=O)C(NC(=O)c1c(F)cccc1F)C(C)C (stereo not given)	·	6.6%	·	-5%	·
CCCCCCn1c(CN2CCN(C)CC2)nc2c1c(=O)n(C)c(=O)n2C	-3%	0.4%	-8%	8%	-3%
Cc1c(Cc2ccccc2)c(=O)oc2cc(OC(C)C(=O)NCC3CCC(C(=O)O)CC3)c(Cl)cc12 (stereo not given)	19%	6.6%	-7%	-17%	-10%
C=CCN(C)CC/C=C1\c2ccccc2CSc2ccccc21	48%	i	-9%	5%	1%
Cc1cc(C)c(NC(=O)CN(C)C(=O)CCC(=O)c2ccc(C)s2)c(C)c1	-3%	0.4%	0%	8%	·
O=C1C(Cc2c[nH]c3ccccc23)NC(=S)N1Cc1ccccc1 (stereo not given)	-13%	6.1%	0%	·	-10%
CCOC(=O)CN1C(=O)CSc2ccccc21	-10%	2.3%	4%	6%	-5%
COc1ccc(N2CCN(C(=O)CNC(=O)c3ccc(C(C)(C)C)cc3)CC2)cc1	30%	i	9%	-18%	-2%
Nc1ncnc2c1ncn2[C@@H]1O[C@H](CNC(=O)[C@@H]2CCCN2S(=O)(=O)c2ccc(F)cc2)[C@@H](O)[C@H]1O	·	0.2%	·	-16%	·
COc1ccc(CCNC(=O)COc2cccc(-n3cnnn3)c2)cc1	·	4.0%	·	0%	·
Cc1cc(OC(C)C(=O)NC(Cc2c[nH]c3ccc(O)cc23)C(=O)O)c2c(C)cc(=O)oc2c1 (stereo not given)	5%	i	-9%	-8%	15%
CCOc1ccc(CN(C)C(C)C(=O)Nc2ccc([N+](=O)[O-])cc2Cl)cc1OC (stereo not given)	-6%	6.4%	7%	-4%	-2%
Cc1ccc(NS(=O)(=O)c2cc(C(=O)N3CCN(C)CC3)ccc2C)cc1	6%	1.4%	2%	-2%	-3%
CCOc1c(N2CCCCC2)c(=O)c1=O	1%	1.2%	-3%	-1%	-2%
Cc1ccc(NC(=S)NNC(=O)Nc2ccccc2)cc1	11%	0.9%	-8%	-1%	15%
O=C(c1cccs1)N1CCN(c2ccc([N+](=O)[O-])cc2F)CC1	18%	0.1%	1%	-4%	0%
Nc1nnc(SCC(=O)N2CCN(Cc3ccccc3)CC2)s1	23%	i	2%	0%	0%
CCOC(=O)/C(=N/Nc1ccc(Br)cc1)N1CC(C)OC(C)C1 (stereo not given)	·	1.1%	·	3%	·
CCCc1cc(=O)oc2c(C)c(OS(C)(=O)=O)ccc12	-11%	2.0%	-4%	1%	5%
Cc1ccc(CCNC(=O)C2CCN(S(=O)(=O)N3CCC4(CC3)OCCO4)CC2)cc1	-15%	i	-8%	-4%	-13%

7 structures from above, sorted by heavy-atom count, largest number first:
SMILES	tuberculosis growth	inhibitors of VEEV	H37Rv inhibition	H1N1 NS1A inhibition	PhoP GFP inhibition	others
Cc1cc(OC(C)C(=O)NC(Cc2c[nH]c3ccc(O)cc23)C(=O)O)c2c(C)cc(=O)oc2c1 (stereo not given)	5%	i	-9%	-8%	15%
Cc1ccc(CCNC(=O)C2CCN(S(=O)(=O)N3CCC4(CC3)OCCO4)CC2)cc1	-15%	i	-8%	-4%	-13%
CCOc1ccc(CN(C)C(C)C(=O)Nc2ccc([N+](=O)[O-])cc2Cl)cc1OC (stereo not given)	-6%	6.4%	7%	-4%	-2%
Cc1ccc(NS(=O)(=O)c2cc(C(=O)N3CCN(C)CC3)ccc2C)cc1	6%	1.4%	2%	-2%	-3%
O=C(c1cccs1)N1CCN(c2ccc([N+](=O)[O-])cc2F)CC1	18%	0.1%	1%	-4%	0%
CCCc1cc(=O)oc2c(C)c(OS(C)(=O)=O)ccc12	-11%	2.0%	-4%	1%	5%
CCOc1c(N2CCCCC2)c(=O)c1=O	1%	1.2%	-3%	-1%	-2%
